Giardia FBPA inh: Giardia lamblia aldolase inhibition | actives 0.71% (n = 290,000) | A8B2U2 | purified Giardia FBPA | Potency, µM (series often up to 59.6 µM), for inactives: at the top dose activity, negative = inhibition, usual class: inhibitors; further: potency means the concentration at half of the fitted maximal effect; on the % scale 0 is the no-effect control and ±100 the full control effect; nearly all actives have a fitted effect of over 55% in size
Target sequence (A8B2U2 whole entry, looked up): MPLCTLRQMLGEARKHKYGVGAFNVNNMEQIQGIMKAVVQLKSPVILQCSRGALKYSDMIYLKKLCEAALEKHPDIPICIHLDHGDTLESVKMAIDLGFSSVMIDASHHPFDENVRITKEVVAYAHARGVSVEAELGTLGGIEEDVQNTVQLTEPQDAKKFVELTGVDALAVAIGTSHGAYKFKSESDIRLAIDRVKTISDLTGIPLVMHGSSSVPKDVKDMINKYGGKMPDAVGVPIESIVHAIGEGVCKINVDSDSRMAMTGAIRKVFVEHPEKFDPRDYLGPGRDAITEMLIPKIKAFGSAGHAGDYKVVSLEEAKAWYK
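Giardia FBPA (40 nM reagent) was preincubated 10 min at RT with compound (up to 57.5 uM final), then substrate plus GAPDH/TPI/NAD/arsenate coupling system with diaphorase/resazurin was added; resorufin fluorescence (525/598 nm) was read after 20 min.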
Pf growth 96h: inhibits malaria parasite growth, 96 h; P. falciparum luciferase reporter growth, 96 h; Potency, µM (titrated, usually from 28.7 µM), inactives show at the top dose activity change, negative = inhibition, actives largely listed as inhibitors; actives 6.9% (n = 320,000); further: potency means the concentration at half of the fitted maximal effect; on the % scale 0 is the no-effect control and ±100 the full control effect
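Plates of compound plus infected erythrocytes (2% hematocrit, 0.05% parasitemia final) incubate 96 hours, 37 C, 5% CO2. Detection reagent added; reduced luminescence from the parasites' luciferase reporter flags inhibition.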
CHX counter: counter-screen hit for Shiga toxin inhibitors, cycloheximide | cell reporter, cycloheximide protein synthesis inhibition counterscreen | max response, % | actives 12% (n = 300,000); in the data active means max response mostly above about 13%, no sharp cut-off; inactive means mostly below about 14%; further: read at 38.3 µM for the half of the compounds with a filed dose; 0% is about no effect
Shiga inhibitor: blocks Shiga toxin action in Vero cells; inhibition, % at 38.7 µM; Vero cells, Shiga toxin protein synthesis inhibition reporter; actives 9.2% (n = 290,000); in the data active means inhibition mostly above about 28%, no sharp cut-off; inactive means mostly below about 43%; further: 0% is about no effect
HCV inh: inhibitors of hepatitis C virus infection | Potency, µM (top dose mostly 41.8 µM), for the others: at the highest dose activity change, negative = inhibition, actives largely listed as inhibitors | actives 3.4% (n = 340,000) | Huh7.5.1 HCVcc-Cre infection, luciferase reporter, 44 h; further: potency means the concentration at half of the fitted maximal effect; on the % scale 0 is the no-effect control and ±100 the full control effect
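Cells seeded at 1,000/well and cultured 4 h, then compounds added followed by HCVcc-Cre virus (~0.5 moi). After 44 h further culture, luciferase substrate was added, plates held 15 min at room temperature, and luminescence read for 15 sec.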
Pf growth 48h: inhibits P. falciparum growth in the first generation, 48 h | actives 5.9% (n = 310,000) | Potency, µM (titrated, usually from 28.7 µM), for inactives: at the top dose activity change, negative = inhibition, usual class: inhibitors | P. falciparum luciferase growth in erythrocytes, 48 h | AID 504832; further: potency means the concentration at half of the fitted maximal effect; on the % scale 0 is the no-effect control and ±100 the full control effect
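First compound was added to culture medium, then infected red cells at 0.1% parasitemia and 2% hematocrit (final). After incubation at 37 C under 5% CO2, luciferase detection reagent was dispensed and light output recorded.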
* hit, by the source's call; ? = inconclusive; nt = not tested or not shown; [ ] = another dose, or the depositor's remark. Unless noted, the call rests on the fitted dose curve; in most records, active means well fitted curve in the direction sought with a large enough effect; inconclusive means small, poorly fitted or top-dose-only effect, or another doubt; inactive means no such curve, though single readings can be large; an effect the other way counts as inactive or inconclusive.

SMILES	Giardia FBPA inh	Pf growth 96h	CHX counter	Shiga inhibitor	HCV inh	Pf growth 48h
Cc1cc(=O)[nH]c(NCc2ccccc2)n1	-1%	89%[activator]	0	20	6%	32%[activator]
COC(=O)CC(c1ccc(C#N)cc1)n1c(C)ccc1C (stereo not drawn)	-1%	13µM*	-2	1	0%	9.3µM*
C=CCN1C(=O)c2ccccc2Sc2ccc(C(=O)N3CCC4(CC3)OCCO4)cc21	-4%	10µM*	-2	-14	?	?
O=C(CNC(=O)c1ccc(Cl)cc1)Nc1ccc(S(=O)(=O)Nc2ncccn2)cc1	?	34%[activator]	1	-4	-2%	2%
CC(C)CCNC(=O)CN(CC1CCCO1)C(=O)CCC(=O)Nc1nccs1 (stereo not drawn)	6%	?	1	-17	0%	4%
CC(CCc1ccccc1)NC(=O)Cc1ccc(Br)cc1 (stereo not drawn)	2%	-1%	-2	26	10%	97%[activator]
CC1(C)CC(=O)C=C(Nc2ccccc2)C1	5%	0%	-1	26	4%	-13%
C#Cc1ccc(C(=O)Nc2cc(C(N)=O)ccc2N2CCOCC2)cc1	-6%	nt	7	4	-15%	?
COc1cc(NC(=S)NCCc2ccccc2)c(OC)cc1NC(=O)CC(C)C	-12%	?	-2	-17	?	-18%
Cc1ccc(-c2nn(-c3ccccc3)cc2CO)cc1	11%	20%	42*	144*	-2%	86%[activator]
CCC(=O)Nc1ccc(-c2nnc(-c3ccccc3)o2)cc1	0%	51%[activator]	18*	61	-20%	262%[activator]
C=CCOc1ccc(/C=N/n2cncn2)cc1OC	2%	-18%	1	-7	-2%	-9%
CCOC(=O)c1ccc(N2CC(O)=C(c3nc4ccccc4c(=O)[nH]3)C2=N)cc1	-2%	nt	-5	-37	-5%	-10%
COc1ccc(OC)c2c(C)cc(C)nc12	-3%	13%	-3	-16	?	30%[activator]
Cc1ccc(S(=O)(=O)N2CCN(C3CCN(Cc4ccccc4)CC3)CC2)cc1	4%	-8%[5.75 µM]	-4	-19	-17%	6%
COc1ccc2nc(SCC(C)=O)c(C#N)cc2c1	-11%	440%[activator]	36*	116*	?	367%[activator]
CCCCNC(=O)c1cn(CC)c2cc(N3CCN(C)CC3)c(F)cc2c1=O	0%	?	0	15	?	?
COc1cc(-c2ccccc2)nc2ccccc12	-5%	-14%	4	20	?	-22%
COc1ccc(C(=O)N(c2ccc(OC)cc2)S(=O)(=O)c2cccs2)cc1	-1%	-21%	2	11	1%	-22%
CC(C)Cc1nnc(NC(=O)C2CC(=O)N(Cc3ccccc3)C2)s1 (stereo not drawn)	nt	-3%	-2	-2	15%	-7%
O=[N+]([O-])c1cccc(-c2ccn[nH]2)c1	1%	42%[activator]	10	12	0%	66%[activator]
CCOC(=O)CSc1nc(-c2ccccc2)ns1	0%	-5%	20	38	-3%	23%
CC(=O)Nc1sc(N/N=C/c2ccccc2)nc1-c1ccc(C)cc1	-7%	?	18*	31	?	7.4µM*
Cc1nc(SC2CCOC2=O)c2c(C)c(C)sc2n1 (stereo not drawn)	2%	?	-5	7	2%	-20%
COc1cccc(CN(C)C(=O)CSCC(=O)Nc2ccc(C)cc2)c1OC	nt	3%	nt	nt	?	?

Carrying on:
SMILES	Giardia FBPA inh	Pf growth 96h	CHX counter	Shiga inhibitor	HCV inh	Pf growth 48h
CCOC(=O)Cn1nc(C)n(-c2ccc(Cl)cc2)c1=O	3%	25%	-5	-3	9%	8%
COC(CNC(=O)C(C)n1nc(C)c2ccccc21)OC (stereo not drawn)	2%	17%	-5	2	12%	10%
Cc1cc(C(=O)N/N=C/c2cccc([N+](=O)[O-])c2)c(C)n1-c1ccccc1	-6%	?	43*	87*	?	?
CC(C)=CCN1CCN(CC#Cc2ccccc2)CC1CCO (stereo not drawn)	15%	42%[activator]	-2	-14	-2%	?
CCOC(=O)N1CCC(NC(=O)CCCN2C(=O)CSc3ncccc32)CC1	3%	43%[activator]	-1	-5	4%	-2%
O=S(=O)(c1cccs1)N1CCN(Cc2ccccc2)CC1	-23%	4%	-6	-8	0%	9%
Cc1cc(C(F)(F)F)nc(SCC(=O)NC2CC3CCC2C3)n1 (stereo not drawn)	9%	nt	-2	-9	0%	-19%
Cc1nc(CNC(=O)c2ccccc2OC2CCN(S(C)(=O)=O)CC2)cs1	-1%	?	12	15	15%	15%
N#Cc1ccc(COC(=O)c2ccccn2)cc1	3%	7%	6	21	nt	15%
COc1ccccc1NC(=S)NCCc1c[nH]c2ccccc12	nt	57%[activator]	6	-1	-23%	?
COC(=O)CN1C(=O)COc2ccc(Cl)cc21	2%	6%	-3	-12	9%	17%
COC(=O)c1ccc(C(=O)OC)c(NC(=O)CSc2ccccn2)c1	0%	-19%	-1	-4	5%	nt
Cc1ccc(C(=O)c2c(NC(=O)c3ccncc3)sc3c2CCCC3)cc1	13%	?	-4	-1	9%	6.6µM*
CCOc1cc(/C=N/NC(=O)CN2CCCCC2)ccc1OCc1ccc(Cl)cc1	9%	33%[activator]	-1	-10	9%	0%
CSc1cccc(CNC(=O)C2CCC(=O)N(CCCN3CCCC3=O)C2)c1 (stereo not drawn)	nt	-23%	-11	-16	0%	26%
O=[N+]([O-])c1ccc(CSc2nnc(Cc3ccccc3)n2-c2ccc(F)cc2)cc1	1%	?	3	-6	-2%	?
CCN(CC)c1ccc(C2C(C(=O)Nc3ccccn3)=C(C)NC3=C2C(=O)CC(C)(C)C3)cc1 (stereo not drawn)	-7%	-2%	-9	-23	-6%	?
Cc1cccc(C(=O)OCC(=O)N2CCCC2=O)c1[N+](=O)[O-]	nt	30%[activator]	nt	nt	2%	32%[activator]
CCc1ccccc1N(CC(=O)N1CCN(c2ccc(F)cc2)CC1)S(C)(=O)=O	-8%	-22%	-3	2	-7%	?
Cc1ccc(CNC(=O)C2CCC(=O)N(Cc3ccc(Cl)cc3)C2)cc1F (stereo not drawn)	nt	?	10	1	nt	9%
COc1ccc(NCC(O)Cn2c(C)c(C)c3ccccc32)cc1 (stereo not drawn)	-17%	7.4µM*	2	-8	?	?
CCc1c(C(=O)NN2C(=O)C3CCCCC3C2=O)csc1C (stereo not drawn)	-12%	-20%	-2	2	20%	9%
COc1ccc(CN2CC(C(=O)NCCC(C)C)CC2=O)cc1 (stereo not drawn)	2%	-19%	-3	20	-20%	4%
Cc1ccnc(NC(=O)CCC(=O)c2cccs2)c1	nt	30%[activator]	nt	nt	-1%	16%
CCOC(=O)c1sc(NC(=O)C(CC)Sc2nccn2C)nc1C (stereo not drawn)	0%	?	1	13	?	?

An excerpt of these results, in CSV form.
SMILES,Giardia FBPA inh,Pf growth 96h,CHX counter,Shiga inhibitor,HCV inh,Pf growth 48h
O=[N+]([O-])c1cccc(-c2ccn[nH]2)c1,1%,42%[activator],10,12,0%,66%[activator]
CCOC(=O)CSc1nc(-c2ccccc2)ns1,0%,-5%,20,38,-3%,23%
CC(=O)Nc1sc(N/N=C/c2ccccc2)nc1-c1ccc(C)cc1,-7%,?,18*,31,?,7.4µM*
Cc1nc(SC2CCOC2=O)c2c(C)c(C)sc2n1 (stereo not drawn),2%,?,-5,7,2%,-20%
COc1cccc(CN(C)C(=O)CSCC(=O)Nc2ccc(C)cc2)c1OC,nt,3%,nt,nt,?,?
CCOC(=O)Cn1nc(C)n(-c2ccc(Cl)cc2)c1=O,3%,25%,-5,-3,9%,8%
COC(CNC(=O)C(C)n1nc(C)c2ccccc21)OC (stereo not drawn),2%,17%,-5,2,12%,10%
Cc1cc(C(=O)N/N=C/c2cccc([N+](=O)[O-])c2)c(C)n1-c1ccccc1,-6%,?,43*,87*,?,?
CC(C)=CCN1CCN(CC#Cc2ccccc2)CC1CCO (stereo not drawn),15%,42%[activator],-2,-14,-2%,?
CCOC(=O)N1CCC(NC(=O)CCCN2C(=O)CSc3ncccc32)CC1,3%,43%[activator],-1,-5,4%,-2%
O=S(=O)(c1cccs1)N1CCN(Cc2ccccc2)CC1,-23%,4%,-6,-8,0%,9%

Remaining list, next part.
SMILES	Giardia FBPA inh	Pf growth 96h	CHX counter	Shiga inhibitor	HCV inh	Pf growth 48h
COc1cccc(N2C(=O)CN(Cc3cc(OC)c(OC)c(OC)c3)C2=S)c1	5%	-9%	-2	-3	-7%	0.33µM*
O=C(Cc1cccc2ccccc12)N1CCCc2ccccc21	-5%	-43%	8	15	6%	50%[activator]
O=C(/C=C/c1ccc(Cl)cc1Cl)N1CCc2ccccc21	0%	353%[activator]	32*	61*	-17%	407%[activator]
O=C(Cc1ccsc1)NNC(=O)c1ccccc1O	nt	33%[activator]	nt	nt	?	11%
COc1ccccc1NS(=O)(=O)c1cc(NC(=O)c2cccs2)ccc1N1CCCC1	-6%	?	-3	1	?	?
O=C(c1ccc(Cl)cc1)N1CCc2c([nH]c3ccccc23)C1C(F)(F)F (stereo not drawn)	-13%	?	9	22	?	50%[activator]
CC(=O)Nc1ccc(-c2cn3cccnc3n2)cc1	0%	13%	25*	52*	8%	68%[activator]
Cc1nn(CC2CC2)c(=O)n1-c1ccccc1F	6%	24%	2	20	29%	-3%
C/C(=N\NC(=O)C1CC1c1ccccc1)c1cccc([N+](=O)[O-])c1 (stereo not drawn)	1%	8.3µM*	-3	5	1%	-3%
O=C(COc1ccc(Cl)cc1)N1CCCC1	-1%	24%	12*	37*	3%	81%[activator]
Cc1cc(N2C(=O)CC(N3CCN(C(c4ccccc4)c4ccccc4)CC3)C2=O)no1 (stereo not drawn)	-1%	-23%	-5	-11	?	0%
Cc1ccccc1NC(=O)CSc1nc(N)c(C#N)cc1C#N	5%	12%	-3	-8	18%	nt
Nc1nnnn1/N=C/c1ccccc1OCc1ccc(Cl)cc1	0%	34%[activator]	-3	-6	?	0%
COc1nc(C)nc2c1sc1nc3c(cc12)COC(C)(C)C3	-8%	252%[activator]	34*	58	14%	nt
Cc1cc(C)n2nc(S(=O)(=O)N(CC(C)C)CC(C)C)nc2n1	1%	24%	-1	-7	14%	0%
Cc1cccc(NC(=O)CSc2nc3[nH]ncc3c(=O)n2-c2ccccc2)c1	7%	7.4µM*	3	10	nt	-8%
Cc1cc(NS(=O)(=O)c2ccc(NC(=S)NC(=O)c3cccc(S(=O)(=O)N(C)C)c3)cc2)no1	-8%	3%	-2	-7	4%	1%
Cc1ccc(C)n1Cc1ccccc1Cl	5%	12%	-2	-9	7%	-16%
COc1ccc2sc3ccccc3c(=O)c2c1	-3%	201%[activator]	44*	81*	?	150%[activator]
COCNc1nc(OCC#N)nc(N(C)C)n1	8%	?	-2	-5	-2%	29%
CC(C)(C)C(=O)/C=C(\N)c1ccncc1	4%	?	-1	-6	14%	3%
O=C(NC1CCCC1)C(c1ccco1)N(C(=O)c1ccco1)c1ccc(F)cc1 (stereo not drawn)	nt	?	-4	8	-6%	?
CCc1cc2cc(C)cc(C)c2nc1SCC(=O)NNC(=O)c1ccco1	6%	12%	-1	-4	-14%	2%
Cc1ccc(C(NC(=O)CN2C(=O)NC3(CCCC3)C2=O)c2ccccc2)cc1 (stereo not drawn)	nt	?	nt	nt	?	?
CCN(Cc1ccncc1)C(=S)Nc1ccc(Cl)cc1	-1%	9%	-1	-15	-21%	-4%
C/C(=N\OCc1ccc(C#N)cc1)c1ccc(S(=O)(=O)N(C)C)cc1	10%	?	48*	80*	?	-2%
Cc1nnc(SCc2cc(=O)[nH]c(Nc3nc(C)c4cc(C)c(C)cc4n3)n2)s1	2%	?	-2	-14	-18%	-12%
COc1cccc(C(=O)N/N=c2\sc3ccccc3n2C)c1	-4%	54%[activator]	15*	20	2%	42%[activator]
CN(C)/N=C/c1ccc(/C=N/NC(N)=S)o1	?	-27%	-1	-4	5%	20%
Cc1ccc2c(c1)N(CC(=O)NCC1CCCO1)C(=O)CO2 (stereo not drawn)	9%	7.4µM*	-1	41	6%	4%

Screening results as filed in PubChem.
